AI-2 QS modul – Vibrio harveyi AI-2 quorum sensing modulators, primary screen, JMH597 strain, luminescence/OD600 ratio | Vibrio harveyi JMH597 AI-2 luminescence/OD600 ratio, 9 h; active compounds read low; strain lacks LuxN and CqsS sensors; 0 = neutral-control median | activity change, % at 7.5 µM | actives 0.4% (n = 300,000) | AID 2094, 2009; in the data active = activity change below about -75%, passing the limit was not always enough;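 note: luminescence divided by OD600 gain over 9 h not by final OD600 alone; inactives centre near 13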
HIF act – HIF pathway transcriptional activators, primary screen, cell-based, U2OS HRE-luciferase, luminescence; AID 1910, 2009; U2OS HRE-luciferase reporter; normalized: DMSO 0%, desferrioxamine 100%; actives 0.32% (n = 300,000); activation, % at 7.5 µM (by protocol);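 active = mean activation of at least 10% of the iron chelator positive control signal, with at least half of replicates also reaching 10%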
TRPC4 potent – positive allosteric modulators of TRPC4, primary screen, cell-based, mouse TRPC4beta, HEK293 mu-opioid, Fluo-4 calcium; AID 2227, 2009; actives 0.42% (n = 310,000); DAMGO EC20, Fluo-4 Ca2+ flux; active compounds read high; B-score at 10 µM;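 active = B-score of calcium response area above 5 SD of library B-scores, with initial fluorescence ratio within 5 SD of library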;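 note: B-score of integrated fluorescence ratio over time as area under calcium response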
Target sequence (Q9QUQ5 whole entry, looked up): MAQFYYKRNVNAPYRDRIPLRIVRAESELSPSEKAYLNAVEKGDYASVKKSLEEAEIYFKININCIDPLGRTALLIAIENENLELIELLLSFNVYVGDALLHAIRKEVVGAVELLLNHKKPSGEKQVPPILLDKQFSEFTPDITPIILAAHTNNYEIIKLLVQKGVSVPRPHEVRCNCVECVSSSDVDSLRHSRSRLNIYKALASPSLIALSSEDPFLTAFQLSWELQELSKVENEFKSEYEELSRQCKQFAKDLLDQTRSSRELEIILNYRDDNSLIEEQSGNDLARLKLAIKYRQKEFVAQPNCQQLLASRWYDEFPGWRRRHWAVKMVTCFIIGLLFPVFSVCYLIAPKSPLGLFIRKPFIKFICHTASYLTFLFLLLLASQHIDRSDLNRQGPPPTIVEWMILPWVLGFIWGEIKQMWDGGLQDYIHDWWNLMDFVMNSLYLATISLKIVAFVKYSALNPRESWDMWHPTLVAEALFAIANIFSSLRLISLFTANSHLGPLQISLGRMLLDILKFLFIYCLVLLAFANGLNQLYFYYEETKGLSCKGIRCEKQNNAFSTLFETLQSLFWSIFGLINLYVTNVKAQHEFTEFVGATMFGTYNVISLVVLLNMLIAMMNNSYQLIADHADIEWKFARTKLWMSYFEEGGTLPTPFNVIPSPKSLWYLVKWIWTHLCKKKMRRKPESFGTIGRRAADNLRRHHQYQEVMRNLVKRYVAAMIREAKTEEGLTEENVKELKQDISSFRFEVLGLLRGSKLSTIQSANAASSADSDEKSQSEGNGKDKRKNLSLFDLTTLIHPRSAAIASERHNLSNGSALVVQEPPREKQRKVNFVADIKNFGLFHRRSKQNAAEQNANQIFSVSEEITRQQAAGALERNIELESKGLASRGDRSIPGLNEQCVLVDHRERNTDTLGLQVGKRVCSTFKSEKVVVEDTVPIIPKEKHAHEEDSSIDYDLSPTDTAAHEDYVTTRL
TRPC6 activator – mouse TRPC6 channel activators, primary screen, cell-based, HEK293, membrane potential dye | Short transient receptor potential channel 6 (Mus musculus), Q61143 | HEK293-TRPC6 membrane potential dye fluorescence; active compounds read high | B-score at 10 µM | AID 2550, 2010 | actives 0.13% (n = 310,000);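 active = B-score of the integrated fluorescence ratio above library mean plus 3 SD, and starting fluorescence ratio within library mean plus 5 SD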;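 note: higher score means more depolarization so channel activation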
MrgX1 PAM – positive allosteric modulators of MrgX1, primary screen, HEK293 cells, Fluo-4 calcium flux; FDSS; active compounds read high; Mas-related G-protein coupled receptor member X1 (Homo sapiens), Q96LB2; actives 0.63% (n = 310,000); AID 588675, 2011; B-score at 10 µM;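 active = plate-corrected calcium response at least 3 library SD above typical, normal starting fluorescence, not activating the receptor alone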;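 note: compound read alongside a low EC10 to EC30 dose of BAM8-22 agonist; peak minus trough fluorescence over baseline measured at the second addition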
TRPC4 inh – inhibitors of mouse TRPC4 channel, primary screen, Fluo4 calcium, HEK293 TRPC4beta/mu-opioid cells; Short transient receptor potential channel 4 (Mus musculus), Q9QUQ5; B-score at 10 µM; DAMGO-evoked Fluo4 calcium flux; active compounds read low; actives 0.39% (n = 300,000);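 active = B-score over 3 SD under the library average, no early fluorescence shift, positive overall ratio signal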
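Material: HEK293 cells with stable TRPC4beta plus mu-opioid receptor expression / Probe or stimulus: DAMGO in two steps, submaximal then maximal / Compound: single concentration per test compound / Technique: kinetic Fluo4 fluorescence imaging of calcium influx / Read-out: per-well B score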
MrgX1 antag – antagonists of human MrgX1 receptor, primary screen, HEK293 cells, Fluo-4 calcium flux; Mas-related G-protein coupled receptor member X1 (Homo sapiens), Q96LB2; BAM8-22 antagonism; active compounds read low; B-score at 10 µM; actives 1.3% (n = 310,000);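 active = calcium-response B-score plate-corrected more than 3 library SD below zero, starting fluorescence within 5 deviations, no agonist response on first addition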;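 note: peak minus trough fluorescence over baseline after final BAM8-22 challenge near maximal dose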
TRPC4 act – activators of mouse TRPC4 channel, primary screen, Fluo4 calcium, HEK293 TRPC4beta/mu-opioid cells; Fluo4 calcium fluorescence; active compounds read high; Short transient receptor potential channel 4 (Mus musculus), Q9QUQ5; actives 0.49% (n = 310,000); B-score at 10 µM;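 active = B-score above 5 SD of library B-scores, and initial fluorescence ratio not above library mean plus 5 SD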;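 note: positive B-score marks a calcium rise read as TRPC4 activation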
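Incubation: 45 min room-temperature Fluo4 loading, 110 s read / System: HEK293 cells stably co-expressing mouse TRPC4beta and mu-opioid receptor / Signal: Fluo4 fluorescence, kinetic / Control set: buffer (low) and maximal DAMGO (high) / Measure: integrated baseline-normalised fluorescence ratio, converted to per-well B score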
PolyA inh – polyadenylation inhibitors in yeast reporter cells, primary screen, luminescence, S. cerevisiae; AID 1875, 2009; calls only at 12 µM; actives 0.02% (n = 300,000); S. cerevisiae SKY197-pL101 polyadenylation reporter, beta-gal luminescence; efflux-impaired pdr1/pdr3 knockout yeast; score 100 = 6 SD above DMSO;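 active = lowest replicate activity score at least 50, where 100 means six control SD above control mean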;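 note: yeast exposed to compound for 9 h at 30 °C; higher score means more reporter readthrough which indicates perturbed polyadenylation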
MrgX1 agonist – agonists of human MrgX1 receptor, primary screen, HEK293 cells, Fluo-4 calcium flux; actives 0.44% (n = 310,000); B-score at 10 µM; Mas-related G-protein coupled receptor member X1 (Homo sapiens), Q96LB2; Fluo-4 calcium fluorescence, agonist mode; active compounds read high;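 active = calcium response B-score plate-corrected fluorescence ratio at least 3 library SD, with starting fluorescence B-score inside 5 SD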
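System: HEK293 cells stably expressing human MrgX1 receptor; Dosing: test compound in the initial addition of three; Schedule: overnight plating, then 30 min 37 °C plus 30 min room-temperature dye loading; Detection: kinetic calcium dye fluorescence, Fluo-4 NW; Controls: per-plate positive and negative controls for Z′ factor.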
TRPC6 inhibitor – mouse TRPC6 channel inhibitors, primary screen, cell-based, HEK293, membrane potential dye | AID 2553, 2010 | Short transient receptor potential channel 6 (Mus musculus), Q61143 | B-score at 10 µM | actives 1.1% (n = 310,000) | ACh-evoked depolarization; active compounds read low;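 active = B-score under library mean minus 3 SD, initial fluorescence not abnormally high, positive integrated signal ratio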;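 note: B-score derived from integrated fluorescence ratio over the kinetic read; more negative B-score means stronger inhibition of depolarization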
Numbers without * were called inactive; i = inactive; . = not tested or not shown. Not all compounds are listed; rates above refer to the full screens.

Compound,HIF act,TRPC4 act,TRPC4 inh,PolyA inh,MrgX1 agonist,TRPC6 activator,TRPC6 inhibitor,TRPC4 potent,MrgX1 antag,AI-2 QS modul,MrgX1 PAM
O=[N+]([O-])c1ccc(C2CN=C(Nc3ccccc3)S2)cc1 (stereo not drawn),0.6,i,i,i,i,i,i,i,i,-16.7,i
Cc1ccc(CCC(=O)Nc2ccccc2F)s1,1.4,i,i,i,i,i,i,i,i,-88.7*,i
CC1(C)CC(NC(=O)C2CCC(=O)N(Cc3ccccc3F)C2)CC(C)(C)C1 (stereo not drawn),1.7,i,i,i,.,i,i,i,.,21.4,.
O=S(=O)(c1ccc(Br)cc1)c1nc(-c2ccccc2)oc1N1CCOCC1,0.0,i,i,i,i,i,i,11*,i,-2.2,i
COc1ccc([C@H]2[C@H](C(=O)OC(C)(C)C)N3N=Cc4ccccc4C3C23C(=O)c2ccccc2C3=O)cc1OC (stereo partly drawn),0.3,i,i,i,i,i,i,i,i,15.8,i
O=C(Nc1cccnc1)c1ccc(Cl)c(S(=O)(=O)N2CCOCC2)c1,-0.2,i,i,i,i,i,i,i,i,3.4,i
COc1cc(C(=O)Nc2cc(C)nn2-c2ccccc2)cc(OC)c1OC,-0.4,i,i,i,i,i,i,i,i,17.4,i
CCOC(=O)C1=C(C)N(c2ccc(Cl)cc2)C(=O)NC1c1cccc([N+](=O)[O-])c1 (stereo not drawn),-0.1,i,i,i,i,i,i,i,i,8.2,i
O=c1[nH]c2ccc(S(=O)(=O)N3CCN(c4ccccc4F)CC3)cc2s1,-0.3,i,i,i,i,i,-7.99*,i,i,53.8,i
c1ccc(-n2ncc3c(NCc4ccccn4)ncnc32)cc1,2.1,i,i,i,i,i,i,i,i,6.9,i
Cc1oc(C)c2c(=O)ccc3c(c12)OC(N)=C(C#N)C3c1ccccc1 (stereo not drawn),-0.1,i,i,i,48.7*,i,i,i,i,24.4,i
O=C(Nc1ccc(F)cc1F)N1CCCN(c2ccc(C(F)(F)F)cn2)CC1,-0.2,i,i,i,i,i,i,i,i,8.7,i
O=C(CCS(=O)(=O)c1cccc2nonc12)Nc1ccc(Br)cc1,0.1,i,i,i,i,i,i,i,i,8.8,i
CCOC(=O)N1CCN(C(=O)CN(c2cc(C(F)(F)F)ccc2Cl)S(C)(=O)=O)CC1,-0.3,i,i,i,i,i,i,i,i,11.8,i
O=C(NCCCCc1ccccc1)c1cccc(Br)c1,-1.5,i,i,i,i,i,i,i,i,-8.5,i
O=C(OCc1ccc([N+](=O)[O-])cc1)c1cc(S(=O)(=O)N2CCCCC2)ccc1N1CCOCC1,-0.4,i,i,i,i,i,i,i,i,15.4,i
CCOC(=O)c1ccc(S(=O)(=O)NCC(C)(C)N2CCOCC2)cc1,0.6,i,i,i,i,i,i,i,i,-2.1,i
O=C(COc1ccc(Cl)cc1)NCCc1ccccn1,-0.7,i,i,i,i,i,i,i,-5.23*,0.7,i
CC(C)N1C(=O)CCC1C(=O)N1CCN(c2ccc(F)cc2)CC1 (stereo not drawn),-0.4,i,i,i,i,i,i,i,i,18.4,i
CC(=O)NNC(=S)NC(=O)c1ccccc1,0.7,i,i,i,i,i,i,i,i,7.4,i
COc1ccc(N=Nc2c(N)n[nH]c2N)cc1,0.8,i,i,i,i,i,i,i,i,15.4,i
COc1cc(Cl)c(C)cc1NC(=O)c1ccc2c(c1)OCO2,-0.3,i,i,i,i,i,i,i,i,4.7,i
O=C(NC1=NCCS1)c1ccc(N2CCCC2=O)cc1,1.6,i,i,i,i,i,i,i,i,-0.7,i
COc1ccccc1NC(=O)COC(=O)COc1cccc2c1OC(C)(C)C2,1.4,i,i,i,i,i,i,i,i,24.4,i
N#CCCN(Cc1cccnc1)C(=O)c1ccc(S(=O)(=O)N2CCOCC2)cc1,0.1,i,i,i,i,i,i,i,i,33.6,i
CC(C)C(C)(C#N)NC(=O)CSc1nc2scc(-c3ccco3)c2c(=O)n1-c1ccccc1 (stereo not drawn),-1.7,i,i,i,i,i,i,i,i,19.1,i
CCCOC(=O)Nc1ccc(N2CCCCC2)cc1,1.0,i,i,i,i,i,i,i,i,16.0,i
CC(C)c1cc(=O)n2c(nc3ccccc32)[nH]1,0.9,i,i,i,i,i,i,i,i,21.6,i
COc1ccc([N+](=O)[O-])cc1NC(=O)CCNC(=O)Cn1ccc2ccccc2c1=O,-0.4,i,i,i,i,i,i,i,i,14.8,i
O=C(CCn1nc(-c2ccc(Cl)cc2)ccc1=O)NCc1ccccn1,0.5,i,i,i,i,i,i,i,i,11.1,i
CC(NC(=O)CCOc1ccccc1)c1ccccc1 (stereo not drawn),-0.2,i,i,i,i,i,i,i,i,1.0,i
Nc1nnc(-c2ccc(Cl)cc2Cl)s1,2.1,i,i,i,i,i,i,i,i,10.2,i
Cc1ccc(NC(=O)c2cc3cc(OC(F)(F)F)ccc3[nH]2)cc1,0.7,i,i,i,i,i,i,i,i,3.8,i
O=c1[nH]c(Cc2cccs2)nc2scc(-c3ccc(Cl)cc3)c12,2.3,i,i,i,i,i,i,i,i,19.5,i
COc1ccccc1CNC(=O)COC(=O)c1cccnc1SCC(=O)NCc1ccccc1OC,0.5,i,i,i,i,i,i,i,i,8.5,i
COc1cccc(NC(=S)NC(=O)/C=C/c2ccc(F)cc2)c1,2.5,i,i,i,i,i,i,i,i,41.0,i
Cc1nn(-c2ccccc2)c2nc(-c3ccco3)cc(C(=O)O)c12,-0.2,i,i,i,i,i,i,i,i,18.1,i
O=S(=O)(c1cnc[nH]1)N1CCc2ccccc21,-0.2,i,i,i,i,i,i,i,i,17.1,i
CCC(Oc1ccc2ccccc2c1)C(=O)O (stereo not drawn),.,i,i,.,i,i,i,i,i,27.2,i
O=C(CCNC(=O)c1ccc([N+](=O)[O-])cc1)Nc1ccc(F)c(F)c1F,-0.1,i,i,i,i,i,i,i,i,13.5,i
COc1cccc(-c2cccc(NC(=O)C3CCN(Cc4ccc(CO)o4)CC3)c2)c1,0.4,i,i,i,i,i,i,i,i,19.6,i
CN1C[C@@H]2C(c3ccc(C(F)(F)F)cc3)C3(c4ccc(C#N)cc4)CC2(C3)[C@H]1c1ccccc1 (stereo partly drawn),-0.3,i,i,i,i,i,i,i,i,8.9,i
Cc1ccc(-c2cc(C(F)F)n3ncc(C(=O)Nc4ccc(S(=O)(=O)Nc5ccccc5C)cc4)c3n2)cc1,-0.4,i,i,i,i,i,i,i,i,32.5,i
Cc1nnc(NC(=O)CC23CC4CC(CC(C4)C2)C3)s1,-0.5,i,i,i,i,i,i,i,i,20.0,i
Cc1ccccc1COC(=O)CNC(=O)c1sc2ccccc2c1Cl,-0.2,i,i,i,i,i,i,i,i,20.1,i
COc1ccc(N2CCN(C(=S)NCc3ccccc3)CC2)cc1,-0.8,i,i,i,i,i,i,i,i,1.9,i
COCC(=O)N(Cc1ccco1)c1nnc(C2CCOC2)s1 (stereo not drawn),-0.2,i,i,i,i,i,i,i,i,3.8,i
CCN1C(=O)C(=O)N(Cc2ccc(OC)c(F)c2)C1=O,0.0,i,i,i,i,i,i,i,i,16.1,i
CCOC(=O)c1ccc(NC(=O)N2CCN(C3CCCCC3)CC2)cc1,-0.5,i,i,i,i,i,i,i,i,38.2,i
COc1ccc2cc(-c3cc(C(=O)O)c4ccccc4n3)ccc2c1,-8.9,i,i,i,i,i,i,i,i,33.5,i
O=C(/C=C/c1ccc(Cl)cc1Cl)c1cccnc1,1.1,i,i,i,i,i,i,i,i,25.6,i
Cc1c(C)c2c(OCC(=O)NCC(O)c3ccccc3)cc3c(c2oc1=O)CCC(C)(C)O3 (stereo not drawn),0.3,i,i,i,i,i,i,i,i,5.0,i
CC(C)(CN1CCOCC1)NS(=O)(=O)c1ccccc1,0.1,i,i,i,i,i,i,i,i,4.8,i
COC(=O)c1c(NC(=O)CCc2ccc(C)o2)sc(C)c1C,-0.1,i,i,i,i,i,i,i,i,-2.6,i
COc1ccc(NC(=O)c2ccccc2NC(=O)c2cccs2)cc1,0.0,i,i,i,i,i,i,i,i,18.7,i
O=C(c1cccc(F)c1)N1CCCC(C(=O)N2CCN(c3ccccc3)CC2)C1 (stereo not drawn),0.1,i,i,i,i,i,i,i,i,-4.4,i
Cc1ccc(C)c(CN2CCC(CNC(=O)Nc3ccc(Br)cc3F)CC2)c1,0.2,i,i,i,i,i,i,i,i,10.6,i
CCCn1c(CCNc2nc(-c3ccc(Cl)c([N+](=O)[O-])c3)cs2)nc2cc(Cl)c(Cl)cc21,-1.2,i,i,i,i,i,i,i,i,-3.8,i
O=C(C1CCN(S(=O)(=O)c2cc(Cl)ccc2Cl)CC1)N1CCCC1,0.2,i,i,i,i,i,i,i,i,6.9,i
O=S(=O)(c1cccc(NC(=S)NCc2ccco2)c1)N1CCOCC1,-0.2,i,i,i,i,i,i,i,i,23.0,i
O=C(Cn1[nH]c(=O)c2ccccc2c1=O)Nc1ccc(-c2nnc3n2CCCCC3)cc1,-0.3,i,i,i,i,i,i,i,i,7.3,i
Fc1cccc(NC(=S)N2CCc3ccccc32)c1,.,i,i,.,i,i,i,i,i,-2.1,i

Screening results deposited in PubChem by several laboratories.
